Bcl-xL primary: blocks human Bcl-xL binding to Bim BH3 peptide | Q07817 | GST-Bcl-xL / FITC-Bim BH3 peptide fluorescence polarization | inhibition, % at 10.9 µM | 0.7% of 320,000 active | AID 2129;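 active = inhibition above the mean of all tested compounds plus 3 SD, cutoff set per campaign, cut at about 30% in these data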;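 note: 0% = DMSO wells and 100% = unlabeled Bim-BH3 peptide competitor; inhibitors lower millipolarization by displacing the labeled peptide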
Target sequence (Q07817 whole entry, looked up): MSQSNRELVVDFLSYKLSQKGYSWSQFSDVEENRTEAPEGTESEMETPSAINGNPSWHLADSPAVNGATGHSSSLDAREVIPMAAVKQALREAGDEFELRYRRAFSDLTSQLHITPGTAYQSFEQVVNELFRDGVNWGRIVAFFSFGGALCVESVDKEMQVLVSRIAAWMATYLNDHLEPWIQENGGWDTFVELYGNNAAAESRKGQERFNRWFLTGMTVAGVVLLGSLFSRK
MEX-5 binding: C. elegans MEX-5 TCR-2 RNA binding activity; Q9XUB2; MEX-5/FITC-TCR2 RNA binding, fluorescence polarization; active compounds read low; activity score (negative = inhibition of binding), % at 10 µM; 0.38% of 300,000 active; AID 1832;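 active = inhibition past about -25% in most replicates, and total fluorescence under double the plate's negative control median, limit read from the data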;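 note: 0% = DMSO and -100% = 5 µM competing unlabeled TCR2 RNA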
Fam108B inh: counter-screen for RBBP9 inhibitors: inhibitors of mouse Fam108B; inhibition, % at 9.51 µM; 0.33% of 300,000 active; recombinant Fam108B, FP-Rh probe fluorescence polarization;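 active = inhibition above the screen mean inhibition plus 3 SD, computed separately per campaign, cut at about 18% in these data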;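 note: inhibitors lower polarization as less probe binds the enzyme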
GSTO1 inh: blocks human GSTO1 in RBBP9 counter-screen; 1.1% of 300,000 active; inhibition, % at 5.96 µM; recombinant GSTO1, activity-based probe fluorescence polarization; P78417;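 active = inhibition above the campaign mean inhibition plus 3 SD, cut at about 35% in these data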;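 note: 0% = GSTO1-1 with DMSO and 100% = wells lacking GSTO1-1 enzyme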
TPT1 inhibitor: inhibitors of Candida albicans tRNA 2'-phosphotransferase TPT1. recombinant caTPT1, FP RNA substrate dephosphorylation. inhibition, % at 5 µM. 0.81% of 300,000 active. AID 1962;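 active = inhibition above the mean of all tested compounds plus 3 SD, set per screening campaign, cut at about 24% in these data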;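 note: plate controls were DMSO alone for no effect and ferristatin control at 100 nM for full effect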
PME-1 inh: PME-1 (human) inhibition; recombinant PME-1, FP-Rh probe fluorescence polarization; inhibition, % at 5.9 µM; 0.53% of 320,000 active; AID 2130;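 active = inhibition above the campaign mean of all compounds plus 3 SD, cut at about 26% in these data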;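 note: competitive labeling of PME-1 active site by serine hydrolase directed probe; 0% = PME-1 with DMSO and 100% = wells lacking PME-1 enzyme; inhibitors block probe labeling so polarization falls and inhibition rises; many of its hits are not listed in these tables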
GLD-1 RNA inh: GLD-1-TGE RNA interaction inhibition (C. elegans); purified GLD-1 + fluorescein TGE RNA, fluorescence polarization; inhibition, % at 5.96 µM; 0.44% of 320,000 active;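 active = percent inhibition above a per-plate cutoff, the plate mean of test compounds plus 3 SD, cut at about 30% in these data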;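 note: 0% = DMSO wells with GLD-1 and probe and 100% = wells lacking GLD-1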
PAD4 FP inh: PAD4 (human) enzyme inhibition. Q9UM07. recombinant PAD4, RCA probe fluorescence polarization. inhibition, % at 6.36 µM. 0.41% of 330,000 active. AID 485272;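 active = percent inhibition above a cutoff equal to the mean of all tested compounds plus 3 SD, cut at about 15% in these data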;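 note: 0% = PAD4 with RCA probe and DMSO and 100% = probe without PAD4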
Target sequence (Q9UM07 whole entry, looked up): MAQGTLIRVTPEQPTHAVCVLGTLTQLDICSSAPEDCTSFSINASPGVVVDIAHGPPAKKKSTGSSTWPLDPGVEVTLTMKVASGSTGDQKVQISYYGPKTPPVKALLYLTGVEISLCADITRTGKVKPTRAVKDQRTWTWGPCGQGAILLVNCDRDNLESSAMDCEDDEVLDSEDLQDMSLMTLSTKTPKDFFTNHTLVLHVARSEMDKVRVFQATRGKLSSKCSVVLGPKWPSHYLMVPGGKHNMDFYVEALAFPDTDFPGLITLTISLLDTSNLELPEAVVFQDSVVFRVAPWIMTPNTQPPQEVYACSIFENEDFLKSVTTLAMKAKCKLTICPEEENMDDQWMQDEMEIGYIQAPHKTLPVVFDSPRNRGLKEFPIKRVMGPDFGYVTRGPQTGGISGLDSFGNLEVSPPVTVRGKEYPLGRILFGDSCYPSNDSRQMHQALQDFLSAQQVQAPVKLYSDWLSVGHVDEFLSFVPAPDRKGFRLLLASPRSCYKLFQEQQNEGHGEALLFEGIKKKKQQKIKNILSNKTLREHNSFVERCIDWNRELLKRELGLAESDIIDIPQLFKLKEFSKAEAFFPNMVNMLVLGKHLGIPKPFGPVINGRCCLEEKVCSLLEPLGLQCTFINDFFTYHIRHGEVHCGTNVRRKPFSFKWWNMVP
MCL1-BIM inh: inhibitors of human MCL1 binding to BIM-BH3 peptide; Q07820; GST-MCL1 / FITC-Bim-BH3 fluorescence polarization; inhibition, % at 10.9 µM; 0.68% of 320,000 active;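 active = inhibition above the mean inhibition of all tested compounds plus 3 SD, set per campaign, cut at about 40% in these data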;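 note: 0% = DMSO wells and 100% = unlabeled Bim-BH3 peptide control; higher means more loss of mP so more displacement of Bim peptide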
* marks the source's active call; other numbers are inactive results; . = no result given. Not all compounds are listed; rates above refer to the full screens.

1. CCOc1ccc(S(=O)(=O)NCCC(=O)N2CC=C(c3ccccc3)CC2)cc1
2. COCCN(CC(=O)Nc1cccc(C)c1C)C(=O)c1cc2ccccc2cc1OC
3. Cc1cc(/C=C2/NC(=O)NC2=O)c(C)n1-c1sc2c(c1C#N)CCCC2
4. Cc1cc2cc(CN3C(=O)c4ccccc4C3=O)ccc2n1C
5. CCCNS(=O)(=O)c1ccc(OCC(=O)NCCC2=CCCCC2)cc1
6. O=C(/C(=C(\O)c1ccccc1)c1nc2ccccc2[nH]1)c1ccccc1
7. Cc1ccc(OCC(=O)N2CCN(C3=NS(=O)(=O)c4ccccc43)CC2)cc1
8. Cc1cc(C)c(S(=O)(=O)c2ccccc2)c(OC(=O)c2c(F)cccc2F)n1
Screen / compound no.,1,2,3,4,5,6,7,8
Bcl-xL primary,7,-4,2,10,-1,0,4,-6
MEX-5 binding,.,.,2.0,0.2,-0.2,1.8,0.3,-2.6
Fam108B inh,.,.,9,-1,1,0,-4,6
GSTO1 inh,.,.,4,3,7,3,2,3
TPT1 inhibitor,.,.,5,-9,3,3,-3,-1
PME-1 inh,4,-7,9,-10,6,-3,6,0
GLD-1 RNA inh,4,0,7,17,5,0,5,-8
PAD4 FP inh,-5,-4,-6,16*,-1,2,2,0
MCL1-BIM inh,-6,-5,-2,14,-1,-1,9,0

9. Cc1nn(-c2ccccc2)nc1C(=O)Oc1cc(C(F)(F)F)nn1-c1ccccc1
10. Cc1cccc(CCNC(=O)c2cc(S(=O)(=O)N3CCOCC3)cn2C)c1
11. O=c1c2[nH]c3ccc(F)cc3c2nc2n1CCS2
12. O=C(NC1CCN(Cc2ccccc2)CC1)c1cccc(OC(F)F)c1
13. O=C(NCc1ccc(Cl)c(Cl)c1)C1CCCC1
14. CCN(CCCNC(=O)C1CCN(S(=O)(=O)c2cnc[nH]2)CC1)c1cccc(C)c1
15. CC1CC(C)CN(CC(=O)Nc2cc(S(=O)(=O)N3CCOCC3)ccc2N2CCCC2)C1 (stereo not drawn)
16. O=C(CN(Cc1ccccc1)C(=O)c1csnn1)NCCc1ccccc1
Screen / compound no.,9,10,11,12,13,14,15,16
Bcl-xL primary,-3,-3,-4,6,3,-7,7,5
MEX-5 binding,-1.4,-2.3,0.6,-0.2,-2.3,-3.1,.,2.8
Fam108B inh,1,3,1,-2,0,3,.,-2
GSTO1 inh,-4,5,-10,2,2,0,.,6
TPT1 inhibitor,0,-1,-1,0,1,-3,.,3
PME-1 inh,1,3,-4,-7,6,-5,0,-6
GLD-1 RNA inh,0,-4,5,-6,3,-4,-1,4
PAD4 FP inh,-5,-2,-5,3,1,7,1,-5
MCL1-BIM inh,1,-1,11,2,2,-5,2,10

17. CCn1cc(/C=N\NC(=O)C2(C)CC2(Cl)Cl)c(C)n1 (stereo not drawn)
18. CCCOC(=O)CSc1nc(N2CCOCC2)c2c(c1C#N)CC(C)(C)OC2
19. O=C(Nc1cccc(O)c1)C1CC(c2cccc(Br)c2)=NO1 (stereo not drawn)
20. O=C(COC(=O)c1cccs1)Nc1ccccc1[N+](=O)[O-]
21. CCOc1ccccc1-n1c(SCC(=O)NC(C)(C)C)nnc1-c1ccoc1C
22. Cc1nc(-c2ccccc2)cs1
23. Cc1ccc(CNC(=O)CCS(=O)(=O)c2cc(Br)cc3c2N(C(=O)C2CC2)CC3)o1
24. CN1CCN(C(CNC(=O)C(=O)NC2CCCCC2)c2ccc(F)cc2)CC1 (stereo not drawn)
Screen / compound no.,17,18,19,20,21,22,23,24
Bcl-xL primary,6,-2,4,1,6,1,3,9
MEX-5 binding,0.7,-0.5,1.5,0.5,2.0,0.2,2.4,0.7
Fam108B inh,-3,4,4,4,2,3,4,3
GSTO1 inh,1,5,8,2,7,-4,4,10
TPT1 inhibitor,-7,-3,-5,-2,1,4,-2,0
PME-1 inh,0,5,-11,1,-5,2,-2,-1
GLD-1 RNA inh,-2,2,10,-6,6,-5,3,10
PAD4 FP inh,0,3,-1,-5,1,4,2,-3
MCL1-BIM inh,3,-4,4,-4,9,4,-2,6

25. Nc1nc(Nc2cccc(F)c2)nc(NCc2ccco2)c1[N+](=O)[O-]
26. O=C(CSCc1ccccc1)N1CCc2ccccc21
27. COc1ccc(C(=O)N2CCC(O)(c3ccc(Cl)cc3)CC2)cc1OC
28. COc1cccc(/C=C2\SC(=S)N(CCCC(=O)NC3=NCCS3)C2=O)c1
29. CC(=O)Nc1ccc(NC(=O)CSc2nc3c([nH]c4ccccc43)c(=O)n2-c2ccccc2F)cc1
30. COc1ccc(NS(=O)(=O)c2ccc(C(=O)N3CCN(Cc4ccccc4)CC3)cc2)cc1
31. O=C(NNC(=O)c1ccccc1F)c1cccs1
32. Cc1ccc(C(=O)N2CCCC(Nc3cccc(F)c3)C2)cc1N1CCNC1=O (stereo not drawn)
Screen / compound no.,25,26,27,28,29,30,31,32
Bcl-xL primary,-4,4,9,3,7,1,-3,-1
MEX-5 binding,-2.3,2.5,0.3,-34*,1.6,0.5,1.6,0.7
Fam108B inh,-9,4,2,0,-14,-4,1,-1
GSTO1 inh,-7,15,1,4,-18,6,2,-1
TPT1 inhibitor,1,-5,-2,-2,1,-1,3,3
PME-1 inh,2,7,1,6,-50,-2,0,-3
GLD-1 RNA inh,-5,-2,1,0,7,0,0,7
PAD4 FP inh,5,4,5,-3,-1,-5,0,-6
MCL1-BIM inh,-8,5,9,4,3,7,0,-5

Reprinted at random: three entries already listed.
23. Cc1ccc(CNC(=O)CCS(=O)(=O)c2cc(Br)cc3c2N(C(=O)C2CC2)CC3)o1
31. O=C(NNC(=O)c1ccccc1F)c1cccs1
32. Cc1ccc(C(=O)N2CCCC(Nc3cccc(F)c3)C2)cc1N1CCNC1=O (stereo not drawn)
Screen / compound no.,23,31,32
Bcl-xL primary,3,-3,-1
MEX-5 binding,2.4,1.6,0.7
Fam108B inh,4,1,-1
GSTO1 inh,4,2,-1
TPT1 inhibitor,-2,3,3
PME-1 inh,-2,0,-3
GLD-1 RNA inh,3,0,7
PAD4 FP inh,2,0,-6
MCL1-BIM inh,-2,0,-5

Other entries:
33. COCCN(C(=O)CSc1nnc(-c2ccc(Cl)cc2)o1)c1c(N)n(CC(C)C)c(=O)[nH]c1=O
34. CCCCCCCCn1cnc2c(N)c(C)c(C)cc21
35. CCC/C=N/NC(=O)c1cc(-c2ccccc2)nc2ccccc12
36. C=CCn1c(SCC(=O)NC(=O)NC)nnc1C1CCCCC1
37. Cc1cccc(N2CCN(C(=O)CCCSc3nc4ccccc4[nH]3)CC2)c1C
38. O=C(N/C(=C/c1ccco1)C(=O)N1CCCCCC1)c1ccccc1
39. O=c1oc(-c2cccnc2)nc2ccccc12
40. CC(=O)C(C(C)=O)C1(O)C(=O)c2ccccc2C1=O
Screen / compound no.,33,34,35,36,37,38,39,40
Bcl-xL primary,-7,1,-4,-4,-9,12,0,0
MEX-5 binding,0.4,-1.0,0.8,0.2,-0.4,-0.1,-0.6,0.1
Fam108B inh,-1,5,3,4,2,0,-3,11
GSTO1 inh,7,4,5,3,5,4,8,75*
TPT1 inhibitor,-3,4,-4,-7,3,1,-6,2
PME-1 inh,1,0,-12,0,4,-3,1,5
GLD-1 RNA inh,-3,1,-6,-4,-2,3,3,3
PAD4 FP inh,2,-6,-3,-1,0,-3,-3,-12
MCL1-BIM inh,-6,6,-3,8,-13,15,-7,-5

41. Cc1noc(C)c1CN1C(=O)NC2(CCc3ccccc3C2)C1=O (stereo not drawn)
42. CCC(C)[C@H]1CNCCN1CCc1cccc(F)c1 (stereo partly drawn)
43. CCn1c(-c2ccccc2)ccc(C#N)c1=O
44. Cc1ccc2[nH]c(=O)c(CN(Cc3ccccc3Cl)C(=O)N3CCOCC3)cc2c1
45. COc1ccccc1CNC(=O)CCCn1nc(C)c2c(C)n(-c3ccccc3)nc2c1=O
46. COc1ccc(CCNCC(O)COc2cccc(Br)c2)cc1 (stereo not drawn)
47. O=C(CN1CCc2ccccc2C1)Nc1ccc(F)cc1F
48. COc1cc(C(=O)NNC(=O)c2cccn2C)cc(OC)c1OC
Screen / compound no.,41,42,43,44,45,46,47,48
Bcl-xL primary,5,3,7,5,-7,8,3,5
MEX-5 binding,0.2,-2.0,-0.3,.,-2.6,3.1,3.5,0.1
Fam108B inh,1,0,3,2,0,-1,1,-2
GSTO1 inh,-1,-2,9,4,-4,-3,7,3
TPT1 inhibitor,-8,1,-3,-3,3,-7,-1,2
PME-1 inh,0,1,1,8,7,4,1,1
GLD-1 RNA inh,7,-1,0,12,5,1,6,-2
PAD4 FP inh,2,0,0,-5,-4,2,0,3
MCL1-BIM inh,3,-4,-1,1,-5,5,-4,8

49. CCOC(=O)C(=Cc1ccc(F)cc1)C(=O)OCC
50. C=CCn1cc(C(=O)OC)c(=O)c2cc(S(=O)(=O)N(CC)CC)ccc21
51. CCCCCC(=O)Nc1ccc(N2CCN(C(=O)CCC)CC2)cc1
52. O=C(Nc1nnc(SCc2cccnc2)s1)C1CC(=O)N(c2ccccc2)C1 (stereo not drawn)
53. Cc1nc(-c2ccccn2)sc1C(=O)Nc1ccc(F)cc1F
54. CCOC(=O)c1[nH]c(COC(=O)c2ccccc2NC(=O)c2ccco2)c(C(=O)OCC)c1C
55. Cc1nn(C(C)C(=O)Nc2ccccc2Cl)c(=O)c2nn(-c3ccccc3)c(C)c12 (stereo not drawn)
56. O=C(C1CCCN(S(=O)(=O)c2cccc3nonc23)C1)N1CCN(c2ccccc2)CC1 (stereo not drawn)
Screen / compound no.,49,50,51,52,53,54,55,56
Bcl-xL primary,6,1,8,4,4,9,-2,4
MEX-5 binding,4.2,-0.1,-1.5,-0.7,2.2,-1.2,-4.0,-0.2
Fam108B inh,-3,-4,-7,3,1,-5,2,4
GSTO1 inh,6,3,5,1,-1,-10,5,7
TPT1 inhibitor,-3,-1,0,0,-3,-1,3,-3
PME-1 inh,-5,0,5,3,1,-3,1,-6
GLD-1 RNA inh,7,2,3,6,1,12,2,3
PAD4 FP inh,-1,1,-10,-4,0,0,0,-4
MCL1-BIM inh,7,-1,0,5,1,8,2,-1

Assay outcomes from PubChem.
